Screening data (PubChem BioAssay)
Rpn11 block – Rpn11 (PSMD14) deubiquitinase inhibitors, primary screen, biochemical, fluorescence polarization, uHTS; human 26S proteasome, Ub4-pepOG fluorescence polarization; 20S core pre-blocked with epoxomicin; 0.59% of 360,000 active; calls only at 20 µM; 26S proteasome non-ATPase regulatory subunit 14 (Homo sapiens), O00487;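 active = inhibition at 20 µM, scaled to each plate's controls, above about 33%, limit read from the data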
Target sequence (O00487 whole entry, looked up): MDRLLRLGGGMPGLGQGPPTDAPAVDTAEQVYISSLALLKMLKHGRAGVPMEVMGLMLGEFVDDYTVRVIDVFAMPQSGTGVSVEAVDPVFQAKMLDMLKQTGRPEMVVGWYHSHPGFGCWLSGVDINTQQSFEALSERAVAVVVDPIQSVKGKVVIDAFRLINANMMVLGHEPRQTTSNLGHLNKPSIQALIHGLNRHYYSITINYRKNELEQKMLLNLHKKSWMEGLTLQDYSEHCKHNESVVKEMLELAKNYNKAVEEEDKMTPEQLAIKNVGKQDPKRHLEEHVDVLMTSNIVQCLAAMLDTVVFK
LMPTP inh – LMPTP phosphatase inhibitors, primary screen, biochemical, fluorescence intensity, uHTS; Low molecular weight phosphotyrosine protein phosphatase (Homo sapiens), P24666; recombinant LMPTP-A, OMFP fluorogenic substrate; inhibition, % at 20 µM; 0.22% of 360,000 active; AID 651560, 2012;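 active = compounds that cut the enzyme signal by at least half of the control window in the single-dose screen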;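 note: plate controls were DMSO wells with enzyme plus substrate for no effect and substrate without enzyme for full effect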
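Test system: LMPTP-A, protein tyrosine phosphatase of low molecular weight; Input: 0.625 nM enzyme; Incubation: 50 min dark incubation at room temperature; Signal: endpoint fluorescence intensity from OMFP dephosphorylation; Read-out basis: % inhibition versus control wells.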
SUMO1-SIM PPI – modulators of SUMO1 protein-protein interactions, primary screen, biochemical, uHTS. SUMO1 binding to a labelled peptide, TR-FRET, 1 h. inhibition, % at 20 µM. 0.33% of 360,000 active; in the data active = inhibition above about 37%
Scp1 inh – Scp-1 phosphatase inhibitors, primary screen, biochemical, colorimetric, uHTS; Carboxy-terminal domain RNA polymerase II polypeptide A small phosphatase 1 (Homo …; Recombinant Scp1, phosphopeptide, malachite green phosphate absorbance; inhibition, % at 20 µM; 0.88% of 340,000 active; AID 493091, 2011;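 active = inhibition above about 50% at 20 µM, limit read from the data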;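 note: plate controls were DMSO wells with enzyme for no effect and wells lacking enzyme for full effect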
Target sequence (Q9GZU7 76-261 limits assumed): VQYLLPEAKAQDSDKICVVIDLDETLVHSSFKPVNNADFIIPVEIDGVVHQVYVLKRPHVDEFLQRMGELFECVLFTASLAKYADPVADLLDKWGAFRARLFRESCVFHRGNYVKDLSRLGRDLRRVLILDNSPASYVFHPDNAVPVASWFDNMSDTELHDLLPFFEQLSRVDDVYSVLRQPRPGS
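Test system – truncated SCP-1 phosphatase (76-261aa) · Reagent – Phosphorylated 17-residue peptide substrate · Incubation – 45 min room-temperature reaction, 5 min colour, 30 min stabiliser · Detection – colorimetric phosphate reagent with accelerator and stabiliser, absorbance at 630 nm · Measure – % inhibition at 20 µM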
NadD inh – inhibitors of S. aureus NadD, primary screen, biochemical, colorimetric, uHTS | purified NadD enzyme, colorimetric absorbance read-out | inhibition, % at 20 µM | 0.78% of 360,000 active; in the data active = inhibition above about 26%; note: some compounds past the cut are filed as inactive
CSN deneddyl inh – inhibitors of CSN-mediated cullin deneddylation, primary screen, biochemical, fluorescence polarization, uHTS; inhibition, % at 12.5 µM; Purified CSN, SCF-Nedd8-OG deneddylation; COP9 signalosome complex subunit 5 (Homo sapiens), Q92905; 0.38% of 360,000 active;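 active = pattern-corrected inhibition above about 35%, with an unprinted fluorescence ratio check between 0.5 and 1.5, limit read from the data, passing the limit was not always enough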;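 note: 0% = enzyme with substrate and 100% = substrate without enzyme; some results filed as inactive read as strong as hits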
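Assay system: purified human Csn5 enzyme expressed in HEK293T cells; Input: 0.24 nM Csn5 enzyme, final concentration; Reagent: 10 nM SCFSkp2-Nedd8OG; Compound dosing: 12.5 µM single point; Times: reaction 90 min, room temperature; Technique: fluorescence polarization readout.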
DNMT1 inh – human DNMT1 methyltransferase inhibitors, primary screen, biochemical, molecular beacon, fluorescence, HinP1I cleavage, uHTS; DNA (cytosine-5)-methyltransferase 1 (Homo sapiens), P26358; 0.83% of 360,000 active; inhibition (reported as % activation of signal), % at 10 µM; in the data active = inhibition above about 50%
PABP1 MLLE inh – inhibitors of PABP1 MLLE–PAM2 peptide binding, primary screen, biochemical, fluorescence polarization, FITC-PAM2, GST-MLLE; Polyadenylate-binding protein 1 (Homo sapiens), P11940; inhibition, % at 20 µM; 0.36% of 360,000 active; AID 588489, 2011; in the data active = inhibition above about 35%, passing the limit was not always enough;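 note: plate controls were DMSO wells with GST-MLLE for no effect and wells lacking GST-MLLE protein for full effect; some results filed as inactive read as strong as hits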
Tb MetRS inh – T. brucei MetRS inhibitors, primary screen, biochemical, luminescence | purified T. brucei MetRS, ATP depletion, Kinase-Glo luminescence | methionyl-tRNA synthetase (Trypanosoma brucei brucei) | inhibition, % at 11.9 µM | 0.4% of 360,000 active;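 active = inhibition above a per-plate cutoff of the control wells' mean inhibition plus 3 SD, cut at about 5.5% in these data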;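 note: 0% = DMSO wells median and 100% = median of wells with control inhibitor compound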
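Dosing: 11.9 µM single point; system: parasite MetRS enzyme; technique: luminescence of leftover ATP; times: 15 min enzyme-compound preincubation, 2 h reaction, 10 min detection, 25 °C; replicates: each compound tested once; read-out basis: percent inhibition relative to median high and low control wells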
STEP block – STEP phosphatase inhibitors, primary screen, biochemical, fluorescence intensity, uHTS; inhibition, % at 20 µM; AID 588621, 2011; recombinant STEP, OMFP fluorogenic substrate; Tyrosine-protein phosphatase non-receptor type 5 (Homo sapiens), P54829; 0.25% of 360,000 active;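 active = inhibition at 20 µM, scaled per plate between control wells, above about 37%, limit read from the data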;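 note: 0% = DMSO with enzyme and substrate and 100% = substrate only without enzyme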
Target sequence (P54829 whole entry, looked up): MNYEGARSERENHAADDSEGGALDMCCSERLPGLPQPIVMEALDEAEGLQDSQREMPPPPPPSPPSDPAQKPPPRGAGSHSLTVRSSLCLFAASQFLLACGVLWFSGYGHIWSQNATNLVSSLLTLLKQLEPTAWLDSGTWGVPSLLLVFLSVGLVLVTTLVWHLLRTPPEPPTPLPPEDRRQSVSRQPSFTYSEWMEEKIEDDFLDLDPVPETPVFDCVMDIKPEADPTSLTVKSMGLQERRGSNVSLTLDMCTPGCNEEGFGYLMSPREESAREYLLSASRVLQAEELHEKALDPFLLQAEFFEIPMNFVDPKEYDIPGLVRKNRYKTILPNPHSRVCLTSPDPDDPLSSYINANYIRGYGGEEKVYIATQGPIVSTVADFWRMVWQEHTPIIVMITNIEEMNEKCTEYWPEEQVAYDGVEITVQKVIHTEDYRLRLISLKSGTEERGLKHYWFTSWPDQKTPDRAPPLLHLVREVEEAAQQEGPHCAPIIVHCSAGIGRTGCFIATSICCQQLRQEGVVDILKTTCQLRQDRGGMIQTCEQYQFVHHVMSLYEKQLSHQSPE
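Assay system: isolated STEP enzyme. Buffer or medium: pH 6.0 Bis-Tris with DTT and Tween 20. Also added: fluorogenic phosphatase substrate OMFP at 25 µM final. Dosing: 20 µM, 1% DMSO. Timing: 20 min reaction, room temperature, in the dark. Measured by: fluorescence intensity, excitation 480 nm, emission 540 nm. Evaluation: normalized % inhibition.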
Numbers without * were called inactive; i = inactive; / = no result given.

1. COc1ccc(C(=O)C2CCCN(C(=O)C3CCOCC3)C2)cc1OC (stereo not given)
2. CCN(C(=O)Nc1cccc(Cl)c1)c1ccccc1
3. CCOc1ccc(OCCSc2nc(N)cc(=O)[nH]2)cc1
4. CCc1nc(SCC(=O)c2ccc(Cl)s2)c2oc3ccccc3c2n1
5. O=C(O)c1cccc(OCCN2CCCC2=O)c1
6. COCCNc1nc(Oc2cccc(NC(C)=O)c2)c2sc(-c3ccccc3)cc2n1
7. CCOC(=O)c1cn(CC)c2cc(N3CCN(C)CC3)c(F)cc2c1=O
8. Cn1nc(C(=O)OCC(=O)Nc2cccc(S(=O)(=O)N3CCCC3)c2)c2ccccc2c1=O
assay / entry	1	2	3	4	5	6	7	8
Rpn11 block	i	i	i	i	i	i	i	i
LMPTP inh	-0.6	0.0	-0.8	3.1	-1.0	1.3	-1.3	0.4
SUMO1-SIM PPI	-6	1	-1	-2	3	-3	4	5
Scp1 inh	21	-5	-1	-3	-10	/	-11	-4
NadD inh	-3	-6	-5	-3	3	-2	-9	-3
CSN deneddyl inh	1	1	6	6	-3	-6	0	-1
DNMT1 inh	0	-2	1	1	3	-34	-1	0
PABP1 MLLE inh	0	-1	-1	-17	-1	0	-12	-10
Tb MetRS inh	-0.4	-1.0	0.2	-0.4	0.3	-0.4	-0.9	-0.2
STEP block	0	-1	0	-5	2	-2	0	-2

Random excerpt: 4 records from the list.
6. COCCNc1nc(Oc2cccc(NC(C)=O)c2)c2sc(-c3ccccc3)cc2n1
7. CCOC(=O)c1cn(CC)c2cc(N3CCN(C)CC3)c(F)cc2c1=O
5. O=C(O)c1cccc(OCCN2CCCC2=O)c1
1. COc1ccc(C(=O)C2CCCN(C(=O)C3CCOCC3)C2)cc1OC (stereo not given)
assay / entry	6	7	5	1
Rpn11 block	i	i	i	i
LMPTP inh	1.3	-1.3	-1.0	-0.6
SUMO1-SIM PPI	-3	4	3	-6
Scp1 inh	/	-11	-10	21
NadD inh	-2	-9	3	-3
CSN deneddyl inh	-6	0	-3	1
DNMT1 inh	-34	-1	3	0
PABP1 MLLE inh	0	-12	-1	0
Tb MetRS inh	-0.4	-0.9	0.3	-0.4
STEP block	-2	0	2	0

Back to the main list; the two compounds before the break are reprinted first.
7. CCOC(=O)c1cn(CC)c2cc(N3CCN(C)CC3)c(F)cc2c1=O
8. Cn1nc(C(=O)OCC(=O)Nc2cccc(S(=O)(=O)N3CCCC3)c2)c2ccccc2c1=O
9. CCC(Oc1ccc2ccccc2c1)C(=O)O (stereo not given)
10. O=S(=O)(NCC1CCCO1)c1cnc(Cl)c(Cl)c1 (stereo not given)
11. CC1(Oc2cccc(F)c2)CCN(Cc2csc3ccccc23)C1 (stereo not given)
12. c1cnc(N2CCSCC2)nc1
13. N=c1ncn(CC(O)CN2CCOCC2)c2nc(N3CCOCC3)[nH]c12 (stereo not given)
14. COc1ccc([N+](=O)[O-])cc1NC(=O)CSc1ccc2ccccc2c1
15. COc1ccc(/C(C)=N/NC(=O)CNC(=O)CCc2ccccc2)c(OC)c1
16. CC1CN(CCc2ccccc2)c2nc3c(c(=O)n(C)c(=O)n3C)n2C1 (stereo not given)
assay / entry	7	8	9	10	11	12	13	14	15	16
Rpn11 block	i	i	i	i	i	i	i	i	i	i
LMPTP inh	-1.3	0.4	-2.8	-5.4	0.8	-0.7	0.9	3.5	-1.1	0.8
SUMO1-SIM PPI	4	5	0	0	1	4	-1	-6	0	-5
Scp1 inh	-11	-4	-13	-1	/	-3	-6	-11	-10	-2
NadD inh	-9	-3	-1	0	-3	0	-1	-8	-3	-2
CSN deneddyl inh	0	-1	-3	-5	2	3	-7	-1	1	-2
DNMT1 inh	-1	0	2	8	6	2	3	-7	0	1
PABP1 MLLE inh	-12	-10	6	6	-2	1	-10	-6	-11	0
Tb MetRS inh	-0.9	-0.2	-1.4	-0.6	0.1	-0.5	0.3	-0.4	0.3	-0.2
STEP block	0	-2	-4	10	-1	-8	-1	4	-2	-2

17. COc1ccc(/C=N/NC(=O)CCSc2nc3ccccc3s2)cc1OC
18. O=C(CCN1CCOCC1)Nc1cc(C(=O)Nc2ccccc2F)ccc1N1CC2CC(C1)c1cccc(=O)n1C2 (stereo not given)
19. NC(=O)C1(N2CCCCC2)CCN(C2CC(=O)N(Cc3ccc(N4CCCC4=O)cc3)C2=O)CC1 (stereo not given)
20. Cc1cccc(N(CC(=O)N/N=C/c2cc([N+](=O)[O-])ccc2Cl)S(C)(=O)=O)c1C
21. COc1ccc(CNC(=O)c2ccc3nccnc3c2)cc1
22. Cc1ccc(S(=O)(=O)N(C)c2ccc(OC(=O)c3cccs3)cc2)cc1C
23. NC(=O)COc1ccc(/C=N\NC(=O)CC(=O)NCCc2ccccc2)cc1
24. O=C(O)CNC(=O)C(c1ccccc1)c1ccccc1
assay / entry	17	18	19	20	21	22	23	24
Rpn11 block	i	i	i	i	i	i	i	i
LMPTP inh	-0.8	0.3	-1.7	2.0	-0.8	3.1	-2.0	-1.4
SUMO1-SIM PPI	1	4	-1	-18	-26	2	-4	0
Scp1 inh	-1	-11	-3	-10	-1	-19	-3	6
NadD inh	-1	2	8	2	0	-4	-4	-2
CSN deneddyl inh	-1	1	1	2	6	-4	3	-2
DNMT1 inh	-6	-3	2	-3	0	-3	1	0
PABP1 MLLE inh	21	8	-5	-7	-10	-3	1	0
Tb MetRS inh	1.9	0.2	-0.6	-1.6	-0.1	-0.2	-0.9	-0.6
STEP block	-2	-2	0	2	0	4	-4	0

25. O=C(c1cc(-c2ccccc2)n[nH]1)N1CCN(S(=O)(=O)c2ccccc2)CC1
26. Cc1ccc(SCCN2CCN(CCc3ccccc3)CCC2=O)cc1
27. c1ccc(Cc2nn[nH]n2)cc1
28. CCc1c(C(=O)Nc2cc(C)cc(C)c2)[nH]c(C)c1C(C)=O
29. CC(C)Oc1ccc(C2NC(=O)c3ccccc3O2)cc1 (stereo not given)
30. Cc1cc2oc(C(=O)NCc3ccccc3)cc(=O)c2cc1C
31. CC1CCc2c(sc(NC(=O)c3cccs3)c2C(=O)O)C1 (stereo not given)
32. Cc1csc(N2CCCC2=O)n1
assay / entry	25	26	27	28	29	30	31	32
Rpn11 block	i	i	i	i	i	i	i	i
LMPTP inh	1.3	-1.8	-2.1	-0.4	-0.7	0.9	-0.4	-0.9
SUMO1-SIM PPI	4	6	0	2	6	-3	-5	1
Scp1 inh	-10	-18	-2	-6	7	4	-16	4
NadD inh	1	-3	6	-1	-5	-5	-10	-2
CSN deneddyl inh	1	1	6	1	0	0	1	13
DNMT1 inh	0	2	0	-4	3	3	0	3
PABP1 MLLE inh	10	18	4	-1	9	-3	13	-2
Tb MetRS inh	-0.1	-0.4	0.4	-0.6	-1.3	-1.4	-0.7	-0.6
STEP block	-2	-2	-1	-2	3	4	2	-2

33. CC1(C)CN(CCc2ccccc2)C(=O)[C@H]1CC(=O)Nc1ccc(Br)cc1
34. Cc1nonc1CN(C)C(=O)c1cc(COc2ccc(F)cc2Cl)on1
35. N#Cc1nc(-c2cccc3ccccc23)oc1N
36. C=CCn1c(CCCOc2ccc(Cl)cc2Cl)n[nH]c1=S
37. COC(=O)c1ccc(CSc2nc(C)nc3c2c(=O)n(C)c(=O)n3C)o1
38. CN(C(=O)CCc1ccccc1F)C1CCCN(Cc2ccccc2F)C1 (stereo not given)
39. CC(=O)Nc1ccc(S(=O)(=O)NNC(=S)NCc2ccco2)cc1
40. C/C(CC(=O)Nc1ccc(N(C)C)cc1)=N\NC(=O)c1ccc(Cl)cc1
assay / entry	33	34	35	36	37	38	39	40
Rpn11 block	i	i	i	i	i	i	i	i
LMPTP inh	-1.6	-0.7	1.0	-1.1	-1.4	-0.4	-1.2	0.1
SUMO1-SIM PPI	3	-1	-12	3	-1	7	4	-14
Scp1 inh	/	-5	-5	-3	-1	-6	-2	-10
NadD inh	0	-5	-8	-1	-2	-4	3	-2
CSN deneddyl inh	-4	0	3	2	6	-1	1	0
DNMT1 inh	-2	-2	1	-4	6	-1	0	-4
PABP1 MLLE inh	-1	6	-7	-113	7	4	-21	-5
Tb MetRS inh	0.9	0.2	-0.3	0.4	-0.2	2.5	0.9	-1.1
STEP block	-2	0	-3	3	6	3	1	1

41. COc1cc(NC(=O)Cc2nn(C)c(=O)c3ccccc23)cc(OC)c1
42. O=C(Nc1cccc(-n2cnnn2)c1)c1cc2ccccc2o1
43. S=C(NC1CCCCC1)N1CCn2cccc2C1c1cccnc1 (stereo not given)
44. COc1ccc(NC(=O)c2ccc3[nH]c(C)c(C)c3c2)c(OC)c1
45. O=C(CCc1nnc(C2(c3ccc(Cl)cc3)CCC2)o1)N1CCCC(O)C1 (stereo not given)
46. Cc1ccccc1N1C(=O)CC(N2CCN(C(=O)c3ccco3)CC2)C1=O (stereo not given)
47. COC(=O)c1ccc(C(=O)OC)c(NC(=S)N2CCCC(C)C2)c1 (stereo not given)
48. COc1cccc(CNC(=O)C2CCN(C(=O)N(C)C)CC2)c1
49. O=C(Nc1c(S(=O)(=O)c2ccccc2)csc1Br)c1ccccc1Cl
assay / entry	41	42	43	44	45	46	47	48	49
Rpn11 block	i	i	i	i	i	i	i	i	i
LMPTP inh	0.1	3.5	-0.4	2.1	-1.6	-2.2	2.5	-2.2	-1.1
SUMO1-SIM PPI	6	-2	-2	1	3	1	4	-1	-1
Scp1 inh	-14	-2	-5	-9	-6	-2	1	3	-1
NadD inh	-1	-4	-1	-2	-4	-1	-2	2	4
CSN deneddyl inh	0	24	2	0	-4	3	5	-6	4
DNMT1 inh	0	-2	-8	-4	-1	0	1	3	-1
PABP1 MLLE inh	6	-3	-121	-4	4	13	-20	8	8
Tb MetRS inh	-0.9	0.2	0.1	-0.4	0.2	-0.3	1.3	-1.1	0.1
STEP block	-3	3	1	0	-3	0	-2	-3	2
